Source: PubChem BioAssay (several laboratories)
TRAIL sens C8: caspase-8 TRAIL sensitization | NB7+C8 cells + TRAIL, ATPlite viability luminescence | inhibition (viability loss, TRAIL sensitization), % at 10 µM | actives 1% (n = 360,000);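 active = compounds causing at least 50% loss of cell viability in the single-dose screen, relative to plate controls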
NR2F2 inh: NR2F2 (human) inhibition, primary screen. P24468. HEK293T NGFI-A luciferase reporter, luminescence. actives 0.7% (n = 370,000). inhibition, % at 8.6 µM;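 active = inhibition above a per-plate cutoff, mean inhibition of test wells between control levels plus 3 SD, cut at about 38% in these data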;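 also: cells cotransfected with COUP-TFII expression vector driving the NGFI-A reporter; 0% = median of COUP-TF2 test wells and 100% = reporter-only cells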
TROY signal inh: blocks TROY-dependent signaling in reporter cells; Q293 LMP1-TROYcd NF-kB luciferase reporter, 4 h; inhibition, % at 10 µM; actives 0.98% (n = 360,000); AID 1347056;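 active = compounds whose plate-normalised and pattern-corrected inhibition of the luciferase reporter signal at the single screening dose is 50% or more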
NCOA1 inh: human NCOA1 inhibition; Q15788; HEK293 GAL4-SRC1 luciferase reporter, luminescence; inhibition, % at 3.6 µM; actives 0.12% (n = 360,000); AID 588354;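 active = inhibition above the campaign mean plus 3 SD, with each screening campaign given its own cutoff, cut at about 60% in these data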;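 also: 0% = DMSO treated cells and 100% = gossypol at 36 µM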
Target sequence (Q15788 whole entry, looked up, the tested form may be a part): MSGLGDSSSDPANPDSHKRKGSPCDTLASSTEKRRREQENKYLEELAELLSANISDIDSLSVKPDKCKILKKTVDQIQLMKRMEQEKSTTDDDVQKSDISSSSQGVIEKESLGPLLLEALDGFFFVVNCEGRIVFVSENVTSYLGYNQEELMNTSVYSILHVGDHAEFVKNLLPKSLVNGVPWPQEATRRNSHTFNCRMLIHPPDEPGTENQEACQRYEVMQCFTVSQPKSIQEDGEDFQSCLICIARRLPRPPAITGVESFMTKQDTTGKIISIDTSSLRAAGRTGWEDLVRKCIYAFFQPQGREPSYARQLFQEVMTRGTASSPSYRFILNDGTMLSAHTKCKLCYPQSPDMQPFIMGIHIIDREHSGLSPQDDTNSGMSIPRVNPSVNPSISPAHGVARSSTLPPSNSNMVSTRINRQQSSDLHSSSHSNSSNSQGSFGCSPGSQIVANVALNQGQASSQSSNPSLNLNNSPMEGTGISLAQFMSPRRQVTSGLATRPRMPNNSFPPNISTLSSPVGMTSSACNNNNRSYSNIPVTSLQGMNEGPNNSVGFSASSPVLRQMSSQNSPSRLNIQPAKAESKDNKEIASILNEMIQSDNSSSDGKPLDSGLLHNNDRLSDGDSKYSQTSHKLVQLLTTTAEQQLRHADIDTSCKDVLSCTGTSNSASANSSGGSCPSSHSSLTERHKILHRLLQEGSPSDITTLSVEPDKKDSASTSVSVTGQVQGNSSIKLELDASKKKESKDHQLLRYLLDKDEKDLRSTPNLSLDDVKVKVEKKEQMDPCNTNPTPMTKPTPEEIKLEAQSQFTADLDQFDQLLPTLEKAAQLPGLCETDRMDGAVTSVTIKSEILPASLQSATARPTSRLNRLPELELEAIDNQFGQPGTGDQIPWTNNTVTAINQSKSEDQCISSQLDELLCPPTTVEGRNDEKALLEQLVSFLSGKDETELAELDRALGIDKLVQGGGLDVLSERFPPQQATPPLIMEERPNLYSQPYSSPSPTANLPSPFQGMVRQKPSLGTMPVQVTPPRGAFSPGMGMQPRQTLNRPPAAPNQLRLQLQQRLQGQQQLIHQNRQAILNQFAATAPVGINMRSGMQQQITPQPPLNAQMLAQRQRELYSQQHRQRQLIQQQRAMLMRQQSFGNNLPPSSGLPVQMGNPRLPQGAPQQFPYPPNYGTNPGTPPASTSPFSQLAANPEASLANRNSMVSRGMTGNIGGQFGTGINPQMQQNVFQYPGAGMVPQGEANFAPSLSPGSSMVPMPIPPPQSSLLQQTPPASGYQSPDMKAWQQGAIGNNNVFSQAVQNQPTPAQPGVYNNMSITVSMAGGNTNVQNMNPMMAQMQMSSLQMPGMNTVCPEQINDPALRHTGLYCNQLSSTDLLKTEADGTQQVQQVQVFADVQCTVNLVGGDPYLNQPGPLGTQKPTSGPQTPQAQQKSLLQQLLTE
TLR9-MyD88 inh: TLR9-MyD88 interaction inhibition | Q9NR96+Q99836 | CHO BLA complementation TLR9-MyD88, CCF4 FRET ratio | inhibition, % at 4.98 µM | actives 0.21% (n = 340,000) | AID 504734;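 active = inhibition above the mean over all tested compounds plus 3 SD, cut at about 21% in these data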;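 also: 0% = DMSO only wells and 100% = clavulanate BLA inhibitor control wells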
TWEAK-Fn14 inh: blocks TWEAK-Fn14 interaction in a reporter cell assay; TWEAK-stimulated Fn14 reporter cells, luciferase luminescence, 8 h; inhibition, % at 10 µM; actives 2% (n = 360,000); AID 1159606; in the data active = inhibition above about 50%
LRH-1 inv ag: inverse agonists of human LRH-1 (NR5A2). O00482. HEK293T StAR-luciferase reporter, LRH-1 transfected, 24 h. inhibition, % at 3.6 µM. actives 0.13% (n = 360,000). AID 602396;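 active = inhibition above the mean inhibition of all tested compounds plus 3 SD, cut at about 73% in these data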;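 also: 0% = DMSO wells and 100% = reporter-only cells lacking LRH-1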
NOD2-RIPK2 inh: inhibitors of human NOD2-RIPK2 interaction. CHO BLA complementation NOD2-RIPK2, CCF4 ratio. AID 624267. inhibition, % at 4.98 µM. actives 0.38% (n = 360,000). O43353; in the data active = inhibition above about 21%;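 also: 0% = vehicle only and 100% = reference blocker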
EBV LMP1 NFkB: reduces LMP1-driven NF-kappaB luciferase signal; LMP1-induced NF-kappaB luciferase reporter cells, luminescence; inhibition, % at 12.5 µM; actives 0.69% (n = 350,000); AID 504558; in the data active = inhibition above about 41%;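 also: 0% = neutral control wells and 100% = reference inhibitor control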
SRC3 inh: human NCOA3 inhibition; Q9Y6Q9; HEK293 GAL4-SRC3 luciferase reporter, luminescence; inhibition, % at 3.6 µM; actives 0.17% (n = 360,000);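 active = inhibition above a per-campaign cutoff, the mean of all compounds plus 3 SD, cut at about 60% in these data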;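 also: 0% = DMSO-treated cells and 100% = gossypol-treated cells at 36 µM; higher means less SRC3-driven luciferase light from the GAL4 reporter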
NCOA2 inhibitor: inhibits human steroid receptor coactivator 2. Q15596. HEK293 GAL4-SRC2 luciferase reporter, luminescence. inhibition, % at 9 µM. actives 0.17% (n = 370,000);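 active = inhibition above the mean inhibition of all tested compounds plus 3 SD, set per campaign, cut at about 52% in these data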;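 also: 0% = DMSO treated cells and 100% = cells given Gossypol at 36 µM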
Starred values were filed as active, the others as inactive.

What do the screens show for `NC(=O)C1CCN(C(=O)c2ccc(Cl)c(NC(=O)c3cccs3)c2)CC1`?
TRAIL sens C8: -24.6; NR2F2 inh: 16.2; TROY signal inh: -6.8; NCOA1 inh: -5.5; TLR9-MyD88 inh: -10.0; TWEAK-Fn14 inh: 1.3; LRH-1 inv ag: 8.3; NOD2-RIPK2 inh: -11.2; EBV LMP1 NFkB: 0.5; SRC3 inh: -5.5; NCOA2 inhibitor: 6.2

What do the screens show for `CC(=O)c1cccc(NC(=O)NC(C)C2CCCO2)c1` (stereo unspecified)?
TRAIL sens C8: 3.3; NR2F2 inh: 4.6; TROY signal inh: 3.0; NCOA1 inh: 9.2; TLR9-MyD88 inh: 4.4; TWEAK-Fn14 inh: 6.5; LRH-1 inv ag: -3.5; NOD2-RIPK2 inh: 0.3; EBV LMP1 NFkB: 2.2; SRC3 inh: 17.4; NCOA2 inhibitor: -25.3

Results for O=C(N/N=C/CCc1ccccc1)C1CCCCC1 ?
TRAIL sens C8: -1.7; NR2F2 inh: -5.4; TROY signal inh: -24.4; NCOA1 inh: -10.3; TLR9-MyD88 inh: -1.4; TWEAK-Fn14 inh: 2.0; LRH-1 inv ag: -43.1; NOD2-RIPK2 inh: 4.0; EBV LMP1 NFkB: 13.3; SRC3 inh: -4.6; NCOA2 inhibitor: 13.4

What do the screens show for `COc1cc(C(=O)N2CCN(Cc3ccccc3C(F)(F)F)CC2)cc(OC)c1OC`?
TRAIL sens C8: -6.4; NR2F2 inh: 11.4; TROY signal inh: 7.6; NCOA1 inh: 3.0; TLR9-MyD88 inh: 1.8; TWEAK-Fn14 inh: 4.7; LRH-1 inv ag: 29.1; NOD2-RIPK2 inh: 1.2; EBV LMP1 NFkB: 1.7; SRC3 inh: 4.4; NCOA2 inhibitor: -2.3

What do the screens show for `COc1ccc(-c2ccc3nnc(SCC(=O)Nc4ccc(NC(C)=O)cc4)n3n2)cc1`?
TRAIL sens C8: 15.5; NR2F2 inh: -2.2; TROY signal inh: -19.3; NCOA1 inh: -8.1; TLR9-MyD88 inh: 0.8; TWEAK-Fn14 inh: -33.6; LRH-1 inv ag: 33.5; NOD2-RIPK2 inh: -3.7; EBV LMP1 NFkB: 2.4; SRC3 inh: 4.2; NCOA2 inhibitor: -30.5

What do the screens show for `CC(=O)Nc1ccc(S(=O)(=O)Nc2ccccc2N2CCOCC2)cc1`?
TRAIL sens C8: 7.3; NR2F2 inh: 14.5; TROY signal inh: 1.1; NCOA1 inh: 11.7; TLR9-MyD88 inh: -11.9; TWEAK-Fn14 inh: -2.4; LRH-1 inv ag: 6.9; NOD2-RIPK2 inh: -21.2; EBV LMP1 NFkB: 0.7; SRC3 inh: 22.1; NCOA2 inhibitor: -5.8

Results for CN(CCCNC(=O)c1cccn2c(=O)c3ccccc3nc12)Cc1ccccc1 ?
TRAIL sens C8: 14.7; NR2F2 inh: -0.3; TROY signal inh: -14.1; NCOA1 inh: -5.8; TLR9-MyD88 inh: -4.6; TWEAK-Fn14 inh: -33.2; LRH-1 inv ag: -12.2; NOD2-RIPK2 inh: 0.3; EBV LMP1 NFkB: -10.0; SRC3 inh: 10.4; NCOA2 inhibitor: -43.3

Results for Cc1ccc(N2CN=c3s/c(=C\c4cccnc4)c(=O)n3C2)cc1 ?
TRAIL sens C8: 1.5; NR2F2 inh: 31.5; TROY signal inh: 5.5; NCOA1 inh: 41.3; TLR9-MyD88 inh: -5.8; TWEAK-Fn14 inh: 35.2; LRH-1 inv ag: -28.1; NOD2-RIPK2 inh: 2.7; EBV LMP1 NFkB: 10.5; SRC3 inh: 27.4; NCOA2 inhibitor: 27.5

What do the screens show for `NC(=O)C1CCN(C(=O)c2cccc(S(=O)(=O)N3CCc4ccccc4C3)c2)CC1`?
TRAIL sens C8: 0.9; NR2F2 inh: 6.2; TROY signal inh: 10.6; NCOA1 inh: 0.9; TLR9-MyD88 inh: 10.9; TWEAK-Fn14 inh: 4.1; LRH-1 inv ag: -14.6; NOD2-RIPK2 inh: -7.5; EBV LMP1 NFkB: -9.3; SRC3 inh: 1.7; NCOA2 inhibitor: -29.2

What do the screens show for `Cc1ccc(NC(=O)[C@H](NC(=O)[C@@H]2Cc3ccccc3CN2)c2ccccc2)c(C)c1`?
TRAIL sens C8: -16.8; NR2F2 inh: 0.0; TROY signal inh: -23.2; NCOA1 inh: -10.2; TLR9-MyD88 inh: -4.7; TWEAK-Fn14 inh: 1.9; LRH-1 inv ag: 12.7; NOD2-RIPK2 inh: -4.2; EBV LMP1 NFkB: -4.7; SRC3 inh: -0.7; NCOA2 inhibitor: -1.9

What do the screens show for `COc1ccc(C)cc1NC(=O)C(Sc1nnc(-c2ccncc2)n1-c1ccc(Cl)cc1)c1ccccc1` (stereo unspecified)?
TRAIL sens C8: 11.2; NR2F2 inh: 20.1; TROY signal inh: 39.2; NCOA1 inh: 8.8; TLR9-MyD88 inh: 2.1; TWEAK-Fn14 inh: 10.4; LRH-1 inv ag: 16.5; NOD2-RIPK2 inh: -1.9; EBV LMP1 NFkB: 1.1; SRC3 inh: 14.3; NCOA2 inhibitor: -3.0

What do the screens show for `COc1cccc(NC(=O)c2ccc(S(=O)(=O)N(C)C)cc2)c1`?
TRAIL sens C8: 5.3; NR2F2 inh: 7.1; TROY signal inh: 0.2; NCOA1 inh: -16.1; TLR9-MyD88 inh: -6.5; TWEAK-Fn14 inh: -2.9; LRH-1 inv ag: -9.8; NOD2-RIPK2 inh: -3.3; EBV LMP1 NFkB: -2.2; SRC3 inh: -3.8; NCOA2 inhibitor: -13.3

How did CCOC(=O)N1CCN(S(=O)(=O)c2ccc(C(=O)N(CCCN(C)C)c3nc4c(F)cc(F)cc4s3)cc2)CC1 do in these assays?
TRAIL sens C8: -9.0; NR2F2 inh: 13.1; TROY signal inh: -4.3; NCOA1 inh: -14.7; TLR9-MyD88 inh: -1.9; TWEAK-Fn14 inh: -6.4; LRH-1 inv ag: 9.1; NOD2-RIPK2 inh: -3.5; EBV LMP1 NFkB: 9.0; SRC3 inh: 16.4; NCOA2 inhibitor: 6.2

How did COc1ccc(Cn2c(-c3ccc(Br)cc3)c[n+]3ccccc23)cc1 do in these assays?
TRAIL sens C8: 41.4; NR2F2 inh: -6.0; TROY signal inh: -36.2; NCOA1 inh: -67.9; TLR9-MyD88 inh: -3.0; TWEAK-Fn14 inh: 8.2; LRH-1 inv ag: -69.8; NOD2-RIPK2 inh: 11.6; EBV LMP1 NFkB: -31.7; SRC3 inh: -43.7; NCOA2 inhibitor: -3.7

How did CCOC(=O)Cc1csc(NS(=O)(=O)c2ccc(OC)cc2)n1 do in these assays?
TRAIL sens C8: -2.4; NR2F2 inh: 36.0; TROY signal inh: -8.3; NCOA1 inh: 7.0; TLR9-MyD88 inh: 3.0; TWEAK-Fn14 inh: 1.8; LRH-1 inv ag: -0.4; NOD2-RIPK2 inh: -4.1; EBV LMP1 NFkB: 2.4; SRC3 inh: 6.4; NCOA2 inhibitor: 9.2

How did C[C@H]1CN([C@@H](C)CO)C(=O)Cc2cc(NC(=O)CCC(F)(F)F)ccc2O[C@H]1CN(C)Cc1ccc(-c2ccccc2)cc1 do in these assays?
TRAIL sens C8: 1.0; NR2F2 inh: 0.8; TROY signal inh: 25.5; NCOA1 inh: 1.2; TLR9-MyD88 inh: 0.9; TWEAK-Fn14 inh: 16.8; LRH-1 inv ag: 8.1; NOD2-RIPK2 inh: -2.0; EBV LMP1 NFkB: -9.7; SRC3 inh: -10.7; NCOA2 inhibitor: -23.5

What do the screens show for `CCCCC(=O)N(C)c1c(CC)nc2c(OCC=C(C)C)cccn12`?
TRAIL sens C8: 3.2; TROY signal inh: 6.4; NCOA1 inh: -0.8; TWEAK-Fn14 inh: -10.8; LRH-1 inv ag: 12.0; NOD2-RIPK2 inh: -6.0; SRC3 inh: -17.8

What do the screens show for `NS(=O)(=O)c1ccc(CCNC(=O)COC(=O)C2COc3ccccc3O2)cc1` (stereo unspecified)?
TRAIL sens C8: 0.3; NR2F2 inh: -16.7; TROY signal inh: 6.9; NCOA1 inh: 0.6; TLR9-MyD88 inh: 0.5; TWEAK-Fn14 inh: 6.4; LRH-1 inv ag: -9.7; NOD2-RIPK2 inh: -6.2; EBV LMP1 NFkB: -3.3; SRC3 inh: -24.6; NCOA2 inhibitor: 2.1

What do the screens show for `COC(=O)c1ccc2ncccc2c1`?
TRAIL sens C8: 10.4; NR2F2 inh: -68.2; TROY signal inh: 11.2; NCOA1 inh: -4.1; TLR9-MyD88 inh: -12.2; TWEAK-Fn14 inh: 13.4; LRH-1 inv ag: -2.0; NOD2-RIPK2 inh: 8.5; EBV LMP1 NFkB: -6.1; SRC3 inh: 2.2; NCOA2 inhibitor: -26.9

What do the screens show for `COc1ccc(CN2C(=O)CSCC2(C)C(=O)NC(C)C)cc1` (stereo unspecified)?
TRAIL sens C8: 2.8; NR2F2 inh: -9.4; LRH-1 inv ag: 12.8; NOD2-RIPK2 inh: -2.4; NCOA2 inhibitor: -21.4

What do the screens show for `CCOc1ccc(/C(O)=C2/C(=O)C(=O)N(CC3CCCO3)C2c2ccco2)cc1` (stereo unspecified)?
TRAIL sens C8: 0.6; NR2F2 inh: 9.2; TROY signal inh: -39.6; NCOA1 inh: -5.1; TLR9-MyD88 inh: 5.8; TWEAK-Fn14 inh: -12.0; LRH-1 inv ag: 7.7; NOD2-RIPK2 inh: -7.8; EBV LMP1 NFkB: -14.5; SRC3 inh: 14.7; NCOA2 inhibitor: -25.0

What do the screens show for `CC(C)(C)C(=O)NC1CCN(CC(=O)Nc2ccc3c(c2)OCO3)CC1`?
TRAIL sens C8: -3.0; NR2F2 inh: 9.1; TROY signal inh: -1.9; NCOA1 inh: -7.9; TLR9-MyD88 inh: -3.4; TWEAK-Fn14 inh: 4.6; LRH-1 inv ag: 7.0; NOD2-RIPK2 inh: -6.2; EBV LMP1 NFkB: 0.0; SRC3 inh: -0.6; NCOA2 inhibitor: 5.8

What do the screens show for `O=C(NC(Cc1ccccc1)C(=O)O)/C(=C\c1ccc(Cl)cc1)NC(=O)c1ccccc1` (stereo unspecified)?
TRAIL sens C8: -7.4; NR2F2 inh: -0.5; TROY signal inh: -8.3; NCOA1 inh: -43.9; TLR9-MyD88 inh: -4.2; TWEAK-Fn14 inh: -15.6; LRH-1 inv ag: 2.1; NOD2-RIPK2 inh: -9.6; EBV LMP1 NFkB: 0.0; SRC3 inh: 5.7; NCOA2 inhibitor: -8.2

Results for COc1ccc(C(C)=O)cc1CSc1ccccn1 ?
TRAIL sens C8: -3.9; NR2F2 inh: -4.3; TROY signal inh: -30.8; NCOA1 inh: -12.2; TLR9-MyD88 inh: 7.3; TWEAK-Fn14 inh: 4.1; LRH-1 inv ag: 5.5; NOD2-RIPK2 inh: 3.6; EBV LMP1 NFkB: -11.2; SRC3 inh: -2.1; NCOA2 inhibitor: 12.7

Some of the compounds tested; the hit share may differ from the screen's.
